HT1080 IDH1KD tx = toxicity to HT-1080 IDH1 knockdown cells (counter line). HT-1080 IDH1 knockdown viability, ATP luminescence, 48 h. Potency, µM (doses to about 46.1 µM), for the others: at the highest dose activity, negative = toxicity, actives largely listed as cytotoxic. actives 2% (n = 360,000). AID 686971;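 further: 0% = DMSO wells and -100% = cell-free medium wells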
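Luminescent ATP read-out (CellTiter-Glo, 10 min at room temperature) after 48 h compound exposure at 37 °C gave viability of IDH1-knockdown HT-1080 cells. Activity was normalised to DMSO and cell-free wells, then fitted as concentration-response curves.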
SW480 rerep = DNA re-replication induction in SW480 cells; actives 1.8% (n = 340,000); SW480 DNA re-replication, Hoechst DNA content imaging, 48 h; Potency, µM (titrated, usually from 46.1 µM), without a hit: at the top dose re-replication activation, hits mostly activators; further: % of control where 0% means no effect; nearly all actives have a fitted effect of over 55% in size
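SW480 cells exposed to compounds for 48 hr at 37 C, 5% CO2, then Hoechst-stained 40 min. Nuclear DNA content imaged by fluorescence scanning (405 nm excitation, 500-530 nm emission); re-replication scored as increased high-intensity nuclei.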
HT1080-NT tox = kills 2HG-producing HT-1080-NT fibrosarcoma cells | HT-1080-NT fibrosarcoma viability, CellTiter-Glo ATP luminescence, 48 h | Potency, µM (highest dose often 46.1 µM), without a hit: top-dose activity, negative = less viability, actives largely listed as cytotoxic | actives 1.6% (n = 360,000);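 further: NT is the 2HG producing partner of a matched IDH1 knockdown line; 0% = DMSO-treated cells and -100% = media-only wells without cells; nearly all actives have a fitted effect of over 55% in size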
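Viability of the 2HG-overproducing fibrosarcoma line after 48 hours of compound exposure at 37 degrees C was determined by luminescence with CellTiter-Glo, and concentration-effect curves were then fitted and categorized.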
GLP-1R agonist = activates the human GLP-1 receptor. HEK293 GLP-1R CRE-luciferase, luminescence, 4-6 h; cells express a hypersensitive GLP-1R form. AID 624172. actives 0.007% (n = 380,000). Potency, µM (doses to about 45.6 µM), for inactives: at the highest dose activation, usual class: activators. P43220; further: % of control where 0% means no effect
Target sequence (P43220 whole entry, looked up): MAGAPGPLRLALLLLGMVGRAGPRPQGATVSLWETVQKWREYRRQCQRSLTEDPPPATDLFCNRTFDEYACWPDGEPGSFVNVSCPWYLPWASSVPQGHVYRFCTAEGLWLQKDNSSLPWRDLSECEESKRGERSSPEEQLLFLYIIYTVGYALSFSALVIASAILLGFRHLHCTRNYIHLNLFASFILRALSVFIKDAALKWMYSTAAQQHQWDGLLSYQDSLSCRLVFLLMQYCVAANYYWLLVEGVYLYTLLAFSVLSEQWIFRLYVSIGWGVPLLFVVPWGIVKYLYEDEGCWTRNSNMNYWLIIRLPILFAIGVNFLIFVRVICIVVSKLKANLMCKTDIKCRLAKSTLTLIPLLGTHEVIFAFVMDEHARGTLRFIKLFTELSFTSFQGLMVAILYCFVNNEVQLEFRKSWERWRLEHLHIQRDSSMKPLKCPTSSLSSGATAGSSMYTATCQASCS
KB-3-1 tox = KB-3-1 parental cell cytotoxicity. Potency, µM (doses to about 46.1 µM), without a hit: at the top dose activity change, negative = cytotoxic, actives largely listed as cytotoxic. actives 1.4% (n = 400,000). KB-3-1 viability, CellTiter-Glo ATP luminescence, 72 h; further: on the % scale 0 is the no-effect control and ±100 the full control effect; nearly all actives have a fitted effect of over 60% in size
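Parental KB-3-1 viability, qHTS format: 72 h compound exposure, 37 °C; CellTiter-Glo; media-only wells and DMSO plates as controls; concentration-effect fits on corrected data.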
GLP1R inv ag = GLP-1 receptor (human) inverse agonism; HEK293 GLP-1R CRE-luciferase, luminescence, 24 h; GLP-1R form is constitutively active; Potency, µM (series often up to 38.3 µM), for the others: top-dose activity change, negative = inhibition, most hits filed as inhibitors; actives 1.6% (n = 410,000); P43220; AID 624417; further: on the % scale 0 is the no-effect control and ±100 the full control effect; nearly all actives have a fitted effect of over 55% in size
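Inverse agonism was detected as reduced cAMP-driven luciferase luminescence after 24 h compound treatment. The cells were HEK293 clones expressing constitutively active human GLP-1R with the reporter. Reporter-only and GPR119 cell lines served as counterscreen controls.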
HEK293 tox = cytotoxic in the GLP-1 receptor inverse agonist counter-screen; HEK293 cAMP-luciferase reporter cells, luminescence, 24 h; Potency, µM (doses to about 38.3 µM), for the others: at the top dose activity change, negative = inhibition, hits mostly inhibitors; actives 0.13% (n = 410,000);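 further: loss of luciferase light is scored as toxicity; on the % scale 0 is the no-effect control and ±100 the full control effect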
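Cells in DMEM/10% Nu serum/1% pen-strep, 1536-well format. Pre-incubated 12 h, dosed with 23 nL compound, incubated a further 24 h. Luciferase detection, 12 min at room temp, luminescence.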
TDP43 rescue = inhibitors of TDP-43 toxicity in yeast; Potency, µM (highest dose often 46.1 µM), without a hit: at the top dose growth rescue (activation), usual class: activators; TDP-43 expressing yeast growth rescue, BacTiter-Glo, 24 h; actives 1.8% (n = 410,000); further: % of control where 0% means no effect; nearly all actives have a fitted effect of over 50% in size
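In this qHTS, compounds that restore growth of yeast expressing TDP-43 appear as activators. Cells (OD600=0.02, galactose medium, raffinose-pregrown) are incubated with compound 24 hr at 30 deg C and growth is quantified by BacTiter-Glo.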
KB-V1 cytotox = kills drug-selected multidrug resistant KB-V1 cells | KB-V1 MDR cells viability, CellTiter-Glo, 72 h | Potency, µM (top dose mostly 46.1 µM), without a hit: at the highest dose activity change, negative = cytotoxicity, usual class: cytotoxic | actives 3.4% (n = 400,000); further: on the % scale 0 is the no-effect control and ±100 the full control effect; nearly all actives have a fitted effect of over 60% in size
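Readout: CellTiter-Glo luminescence, 10 min after addition. Cells: KB-V1 MDR subline, 72 h at 37 degrees C with compound. Analysis: corrected, normalized data fitted to concentration-effect curves.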
* = called active by the depositor; ? = inconclusive; . = no result given; [ ] = dose if it differs, or a comment. The call rests on the fitted dose curve; in most records, active means well fitted curve in the direction sought with a large enough effect; inconclusive means small, poorly fitted or top-dose-only effect, or another doubt; inactive means no such curve, though single readings can be large; an effect the other way counts as inactive or inconclusive. Potency means the concentration at half of the fitted maximal effect.

SMILES | HT1080 IDH1KD tx | SW480 rerep | HT1080-NT tox | GLP-1R agonist | KB-3-1 tox | GLP1R inv ag | HEK293 tox | TDP43 rescue | KB-V1 cytotox
COC(=O)CN(c1ccccc1[N+](=O)[O-])S(=O)(=O)c1ccccc1 | -0.7% | 2.7% | -1.3% | 10.6% | 5.6% | -7.8%[7.66 µM] | 3.5%[7.66 µM] | 8.5%[9.22 µM] | 14.8%
COc1ccc(CCNC(=O)C(=O)NCC2OCCN2S(=O)(=O)c2cccs2)cc1 (centres undefined) | -0.7% | 16.4% | 5.0% | 5.7% | . | 10.5% | 10.9% | 2.8% | .
CC(=O)Nc1cccc(-c2ccnc3c2CC(C)(C(=O)Nc2ccc(F)c(Cl)c2)O3)c1 (centres undefined) | ? | . | ? | -3.1% | ? | ? | -27.1% | 10.8% | 20.6µM*
CCOC(=O)/C=C1\CC(=O)Nc2cc(C)c(C)cc2N1 | -2.2% | -3.2% | 7.3% | 22.7% | 3.3% | 0.0% | 1.9% | -10.7% | 7.5%
CCOC(=O)C1=C(C)NC(=S)NC1c1cccs1 (centres undefined) | 17.5% | -2.0% | 21.5% | -13.6% | 12.6% | -18.6% | 0.2% | 14.4% | 0.0%
Cc1ccc(CSCC(=O)Nc2cc(S(=O)(=O)N3CCOCC3)ccc2OC(C)C)cc1 | -18.0% | -87.0%[inhibitor] | -14.4% | ? | -17.2% | ? | -23.2% | 0.9% | ?
O=S1(=O)N=C2CCCN2C(c2ccc(F)cc2)N1 (centres undefined) | 12.6% | -5.9% | 16.2% | -7.5% | -4.4% | 7.3% | -11.9% | -14.3% | 14.4%
CCC(C)NC(=O)C1c2cc(OC)c(OC)cc2C(=O)N(C)C1c1ccc(OC)cc1 (centres undefined) | 20.3% | 2.2% | 8.1% | -8.7% | -1.2% | -12.7% | -19.0% | 0.0% | 1.3%
c1ccc2c(c1)nc(N1CCOCC1)c1nncn12 | 11.1% | -5.3% | -1.7% | 8.9% | 13.6% | 68.7%[activator] | -11.7% | 0.0% | 24.8%
CN(C(=O)C1CCC(=O)N(C2CC2)C1)C1CCCCC1 (centres undefined) | 5.6% | -1.9% | 8.6% | 3.0% | 11.2% | 0.8% | -12.8% | -10.5% | -10.2%
Cc1oc(-c2ccccc2F)nc1CSCC(=O)NC1CCC(C)CC1 (centres undefined) | -19.8% | -17.9% | -20.2% | 9.5% | ? | ? | -7.6% | -30.8%[inhibitor] | ?
CCN(C(=O)COc1ncnc2ccc(Br)cc12)C1CCS(=O)(=O)C1 (centres undefined) | -0.2% | 1.2% | 2.4% | 17.7% | 8.2% | -10.1% | -0.5% | 1.9% | -0.2%
CCOc1ccccc1NC(=O)C(OC(=O)c1cc(C)oc1C)c1ccccc1 (centres undefined) | -10.7% | ? | -7.6% | 7.7% | 1.2% | ? | 0.7% | 0.0% | -27.0%
Cc1cccc(N2CCN(C(c3ccc(F)cc3)c3nnc(-c4ccccc4)o3)CC2)c1C (centres undefined) | . | . | . | . | 7.3% | ? | 0.0% | 6.5% | ?
Nc1cc([N+](=O)[O-])ccc1Nc1ccccc1 | -16.0% | -2.3% | 1.2% | 25.0% | -18.5% | 6.6% | -19.3% | 14.1µM* | -22.5%
C#Cc1ccc(CN2CCC(Oc3ccc(C(=O)NCc4ccccn4)cc3)CC2)cc1 | 3.2% | -1.8% | 0.0% | 2.0% | . | ? | 1.7% | 0.6% | .
CC1(C)CC(=O)C(C=N)=C(O)C1 | 8.5% | -6.5% | 6.6% | -12.5% | 9.3% | 3.4% | -5.4% | 17.7% | ?
CCOCCCNC(=O)CNC(=S)N(Cc1ccc(C)cc1)Cc1ccco1 | 6.0% | 6.9% | 8.9% | 7.7% | -0.8% | ? | 13.0% | 6.5% | ?
COc1ccc(Cc2nc(-c3cccc(C)c3)no2)cc1 | 1.1% | 0.8% | 1.2% | -1.9% | -2.8% | ? | 10.2% | 13.9% | 20.5%
NC(=S)NNc1cccc2cccnc12 | ? | ? | ? | 10.6% | 0.0% | -6.0%[0.307 µM] | 19.8%[0.307 µM] | 28.9% | -1.8%
Cc1cc(C(=O)Nc2ccccc2C)on1 | 15.0% | 18.8% | 0.0% | 1.7% | -8.2% | 3.5% | 0.9% | -17.3% | -0.3%
Cc1ccccc1Cn1nnc2c(=O)[nH]c(C3CCN(C(=O)c4ccc(F)cc4)CC3)nc21 | . | . | . | . | 1.3% | 15.8% | 1.5% | 9.1% | 6.7%
CCN(CC(=O)NCc1cccs1)C(=O)/C=C/c1cc(Br)ccc1OC(F)F | -7.5% | 1.5% | 1.3% | -2.5% | -4.2% | ? | 1.8% | 7.3% | 4.3%
CCOc1ccc(CCNC(=O)c2ccc3c(c2)N(Cc2ccc(C)cc2)CCS3)cc1 | . | . | . | . | -15.9% | -2.7% | 10.1% | 8.2% | -1.9%
O=C(O)CCSc1ccccn1 | 3.2% | -4.7% | 2.4% | -6.9% | -3.7% | 1.2% | 0.4% | 3.6% | -6.0%
CCCN(CCC)Cc1c(C(=O)N/N=C/C(C)=C\c2ccccc2)nnn1-c1nonc1N | ? | 19.4% | -19.1% | 2.7% | 0.0% | 2.82µM* | -14.0% | -11.1% | 10.3%
COc1ccccc1N1CCN(C(=O)c2cc(C(=O)N3CCN(c4ccccc4OC)CC3)cc([N+](=O)[O-])c2)CC1 | -2.7% | 0.2% | 8.5% | 6.2% | 1.9% | 4.1% | 4.8% | 10.4% | -1.9%
O=C(CSc1cn(CCNC(=O)c2c(F)cccc2F)c2ccccc12)NCC1CCCO1 (centres undefined) | 0.4% | -5.6% | 0.7% | -6.8% | . | -8.4% | 2.1% | -2.1% | .
COc1ccccc1C(=O)COC(=O)CN1C(=O)c2ccccc2C1=O | -5.6% | -4.7% | -0.7% | 0.0% | 9.1% | 0.0% | 4.8% | ? | 24.8%
CC1c2[nH]c3ccccc3c2C[C@H]2C(=O)N(CCO)CC(=O)N12 (some centres undefined) | -0.3% | -8.9% | 1.0% | -2.2% | 13.2% | 12.2% | -9.4% | -1.1% | 0.4%
CCN1CCCC1CNc1ccc(S(C)(=O)=O)cc1[N+](=O)[O-] (centres undefined) | -3.2% | -19.2% | 1.0% | 17.0% | -0.6% | ? | -27.4% | -5.5% | -4.1%
CN(C)C(=O)COC(=O)c1cc(Cl)cc(Cl)c1N | 11.5% | -8.1% | 2.2% | -2.1% | 5.0% | 2.9% | -15.7% | ? | 18.1%
C#CCNC(=O)C1=C[C@H](c2coc3ccccc3c2=O)C[C@H](OCc2ccc(CO)cc2)O1 | 9.7% | -1.4% | 6.3% | 4.6% | 10.4% | 11.7% | 6.4% | -3.4% | 0.0%
Cc1ccc(N(CC(N)=O)C2SC(=O)N(Cc3cccc(C(=O)O)c3)C2=O)cc1 (centres undefined) | 0.2% | 3.5%[9.22 µM] | -10.6% | -11.1% | -1.5% | -24.6% | -7.7% | 2.1% | 1.9%
COc1cccc(CC(=O)Nc2ccc3nc(Nc4cccc(C(F)(F)F)c4)cc(C)c3c2)c1 | . | . | . | -8.3% | -16.0% | ? | -14.3% | 27.7% | -11.6%
CCN(CC)Cc1nc2nc(Cl)c(Cl)nc2[nH]1 | 0.7% | . | 0.5% | -2.8% | 0.0% | 7.6% | -14.8% | -3.3% | 14.0%
CCCCNS(=O)(=O)c1ccc2nc(SCC(N)=O)[nH]c2c1 | -3.1% | ? | -12.6% | -2.6% | -4.0% | 18.2% | 1.1% | -2.5% | 1.0%
CCOC(=O)Cc1csc(NS(=O)(=O)c2ccc(C(F)(F)F)cc2)n1 | 0.6% | 0.0%[9.22 µM] | -14.2% | -6.0% | ? | 8.7% | 5.9% | -17.9% | 0.0%
CCCCNC(=O)C1CCN(S(=O)(=O)c2cnc[nH]2)CC1 | 12.9% | -7.9% | 13.0% | -2.8% | 3.4% | -0.7% | -17.1% | 0.4% | 1.4%
C[C@@H]1CN([C@@H](C)CO)C(=O)CCCn2cc(nn2)CO[C@H]1CN(C)S(=O)(=O)c1ccc2c(c1)OCCCO2 | 4.1% | . | -0.1% | 1.2% | 11.1% | 0.2% | 2.4% | ? | 7.6%

Some entries already given, reduced to KB-3-1 tox:
Structure | KB-3-1 tox
CCOC(=O)Cc1csc(NS(=O)(=O)c2ccc(C(F)(F)F)cc2)n1 | ?
C[C@@H]1CN([C@@H](C)CO)C(=O)CCCn2cc(nn2)CO[C@H]1CN(C)S(=O)(=O)c1ccc2c(c1)OCCCO2 | 11.1%
CCN1CCCC1CNc1ccc(S(C)(=O)=O)cc1[N+](=O)[O-] (centres undefined) | -0.6%
CCCCNC(=O)C1CCN(S(=O)(=O)c2cnc[nH]2)CC1 | 3.4%

Other results.
SMILES | HT1080 IDH1KD tx | SW480 rerep | HT1080-NT tox | GLP-1R agonist | KB-3-1 tox | GLP1R inv ag | HEK293 tox | TDP43 rescue | KB-V1 cytotox
CC1CCCC(C)N1C(=O)COC(=O)Cn1cnc2c1c(=O)n(C)c(=O)n2C (centres undefined) | -2.5% | -1.4% | -7.6% | 7.6% | -4.8% | 4.6% | 13.9% | 21.4% | -4.4%
C[n+]1cccc(C(=O)O)c1 | 1.8% | -10.0% | 17.6% | 15.3% | -0.1% | 0.7% | 15.0% | -23.9% | -0.9%
Cc1ccc(-c2ccc(/C=N/n3cnnc3)o2)cc1Cl | -18.5% | -4.0% | -6.2% | 13.5% | 13.1% | 10.9% | -10.1% | 22.7% | -10.4%
Cc1ccc(CNC(=O)CCc2c(C)c3ccc(O)c(C)c3oc2=O)cc1 | . | . | . | . | 13.7% | 13.6% | 15.0% | 16.1% | 11.9%
O=C(NC(=S)N1CCCC1)c1cccc([N+](=O)[O-])c1 | -0.5% | -15.5% | -10.2% | -4.4% | 7.6% | 29.6% | -12.3% | 20.8% | 10.6%
